# Compound activity (PubChem)
# Rab7 wt GTP bind – dog Rab7 wildtype GTP binding, inhibitors and activators; GST-Rab7 beads, fluorescent GTP binding, flow cytometry; actives lie on both sides; untreated = 100%, excess cold GTP = 0%; actives 0.055% (n = 190,000); AID 758; GTP binding activity (percent of control), % at 10 µM;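 active = fluorescent GTP binding to Rab7 beads changed by at least 20 points from the 100% baseline, either direction, mostly lower; inconclusive = compound itself probably fluorescent, or too few beads counted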;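 note: median green fluorescence of bound Bodipy-FL-GTP per Rab7 bead population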
# Rac1 mut GTP – alters GTP binding to activated mutant human Rac1. P63000. actives 0.11% (n = 190,000). GST-Rac1 activated beads, fluorescent GTP binding, flow cytometry; actives lie on both sides; 100% means binding = to untreated wells. percent activity (GTP binding), % at 10 µM;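 active = GTP binding at least 20 percentage points away from the 100% baseline, in either direction, so actives lie on both sides; inconclusive = Compound likely fluorescent itself, or too few beads counted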
# Rab2 wt GTP – changes GTP binding to wildtype dog Rab2A, up or down. GTP binding activity, % at 10 µM. actives 0.19% (n = 190,000). P61105. GST-Rab2 wt beads, Bodipy-GTP binding, flow cytometry;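 active = GTP binding activity at least 20 points away from 100%, either lowered or raised; inconclusive = signal likely due to the compound's own green fluorescence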;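 note: 0% = beads with excess unlabeled GTP and 100% = no-compound control corrected for plate trend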
# Bim-Bcl-W – disrupts Bim peptide binding to human Bcl-W; Q92843; bead-based flow cytometry; inhibition, % at 10 µM; actives 0.02% (n = 190,000);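 note: 0% = bound tracer without compound and 100% = peptide blocker; higher means less fluorescent Bim peptide bound to Bcl-W beads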
# Target sequence (Q92843 whole entry, looked up): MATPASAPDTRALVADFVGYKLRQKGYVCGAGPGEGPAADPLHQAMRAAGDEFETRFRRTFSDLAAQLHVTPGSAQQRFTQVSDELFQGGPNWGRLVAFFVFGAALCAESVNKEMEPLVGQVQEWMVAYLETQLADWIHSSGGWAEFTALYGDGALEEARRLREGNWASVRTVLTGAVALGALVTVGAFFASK
# Cdc42 wt – changes GTP binding to wildtype human Cdc42 | P60953 | GST-Cdc42 beads, Bodipy-GTP binding, flow cytometry; actives lie on both sides | percent activity (GTP binding), % at 10 µM | actives 0.2% (n = 190,000) | AID 761;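 active = percent activity GTP binding at least 20 points away from the 100% baseline, either down as inhibitor or up as activator; inconclusive = compound flagged as likely green fluorescent from well-wide comparison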;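 note: median bead fluorescence of bound Bodipy-FL-GTP at 100 nM; 0% = excess unlabeled GTP control and 100% = no compound control; below 100% means less GTP binding so inhibitor and above means activator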
# Target sequence (P60953 whole entry, looked up): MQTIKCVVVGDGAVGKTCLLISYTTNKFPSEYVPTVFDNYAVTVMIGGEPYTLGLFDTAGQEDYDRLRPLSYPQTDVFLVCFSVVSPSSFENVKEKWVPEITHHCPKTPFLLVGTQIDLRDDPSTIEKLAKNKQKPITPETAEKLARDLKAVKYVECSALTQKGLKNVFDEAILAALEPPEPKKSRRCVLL
# Bim-Bcl-XL – human Bim-Bcl-XL interaction inhibition. inhibition, % at 10 µM. Bim peptide-Bcl-XL binding, bead flow cytometry, fluorescence. Q07817. actives 0.04% (n = 190,000). AID 1007
# Bcl-2 Bim block – disrupts Bim peptide binding to human Bcl-2 | P10415 | Bead-based flow cytometry, Bim peptide-Bcl-2 binding | inhibition, % at 10 µM | actives 0.06% (n = 190,000); in the data active = inhibition above about 40%; inconclusive = no clear call, values can overlap the other calls;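 note: 0% = no compound wells with probe peptide and 100% = reference peptide inhibitor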
# Bcl-B Bim block – human Bim-Bcl-B interaction inhibition | Q9HD36 | bead-based flow cytometry, Bim peptide-Bcl-B binding | inhibition, % at 10 µM | actives 0.073% (n = 190,000);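 note: 0% = tracer peptide without compound and 100% = reference inhibitor peptide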
# Target sequence (Q9HD36 whole entry, looked up): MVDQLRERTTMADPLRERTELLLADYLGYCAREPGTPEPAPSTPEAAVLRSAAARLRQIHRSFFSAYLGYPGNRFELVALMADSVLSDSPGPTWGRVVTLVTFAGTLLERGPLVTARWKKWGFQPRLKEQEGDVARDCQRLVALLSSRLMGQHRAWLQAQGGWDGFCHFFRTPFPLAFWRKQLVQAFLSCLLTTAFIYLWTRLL
# HRas wt GTP bind – human HRas wildtype GTP binding, change in either direction; GST-Ras wt beads, Bodipy-FL-GTP binding, flow cytometry; actives lie on both sides; actives 0.14% (n = 190,000); P01112; GTP binding activity, % at 10 µM; AID 759;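 active = GTP binding activity at least 20% away from the 100% baseline, either lowered as inhibitor or raised as activator; inconclusive = flagged as likely green fluorescent, judged across all proteins in the well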;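 note: 0% = unlabeled GTP competition control and 100% = no-compound control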
# Target sequence (P01112 whole entry, looked up): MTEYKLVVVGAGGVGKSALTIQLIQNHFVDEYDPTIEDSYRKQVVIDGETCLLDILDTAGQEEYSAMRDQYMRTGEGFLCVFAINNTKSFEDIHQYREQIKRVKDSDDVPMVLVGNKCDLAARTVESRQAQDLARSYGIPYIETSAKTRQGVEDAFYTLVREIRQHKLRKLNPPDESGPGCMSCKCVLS
# Rac1 wt GTP bind – modulators of human Rac1 wildtype GTP binding. P63000. GST-Rac1 beads, fluorescent GTP binding, flow cytometry; actives lie on both sides; 0 = cold GTP competed, 100 = untreated. actives 0.27% (n = 190,000). GTP binding activity (% of control), % at 10 µM;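 active = GTP binding activity at least 20 points away from the 100% control level, either lower or higher; inconclusive = compound flagged as likely green fluorescent, judged across all proteins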
# Bim-Bfl-1 – inhibitors of Bim-Bfl-1 interaction, human. Q16548. Bead-based flow cytometry, Bim-Bfl-1 binding inhibition. inhibition, % at 10 µM. actives 0.12% (n = 190,000). AID 1008;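 note: 0% = wells without compound plus tracer and 100% = blocker peptide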
# An asterisk follows results filed as active; u = inconclusive; x = no result given. Cut-off read from the data, not from the text of the source, unless noted: active = inhibition above about 40%.
SMILES,Rab7 wt GTP bind,Rac1 mut GTP,Rab2 wt GTP,Bim-Bcl-W,Cdc42 wt,Bim-Bcl-XL,Bcl-2 Bim block,Bcl-B Bim block,HRas wt GTP bind,Rac1 wt GTP bind,Bim-Bfl-1
CN(C)CCOc1ccc2c(c1)Sc1ccccc1CC2=O,104,104,100,x,103,x,u,x,102,105,x
O=C(NCCN1CCOCC1)c1cn(-c2ccccc2)nc1-c1cccs1,103,100,102,1,102,2,-9,-7,102,102,-11
NC(N)=NC1=NC(=O)/C(=C/c2ccccc2-n2cccn2)S1,u,u,u,2,u,2,0,2,u,u,-4
CC(C)CCNC(=O)CN(C(=O)CCC(=O)Nc1ccccn1)c1ccc2c(c1)OCO2,100,94,98,-2,99,-12,-12,-7,99,95,-15
Cc1c(C(=O)OCCOc2ccc(Br)cc2)sc(=S)n1C,99,87,88,-3,85,-1,-3,-2,88,91,6
CCOc1ccccc1N(C(=O)Cn1nnnc1-c1ccc(C)o1)C(CC)C(=O)NC(C)(C)C (stereo not given),100,102,103,-4,102,-8,-8,-8,102,106,-24
O=C1Nc2ncccc2OC1CCO (stereo not given),102,103,104,1,104,-6,-6,-6,103,109,-8
CCc1ccc(CNCc2cccnc2)cc1,94,92,95,-1,98,-11,-10,-6,95,95,-10
CCc1ccc2[nH]c(=O)c(CN(Cc3ccco3)C(=S)NCC3CCCO3)cc2c1 (stereo not given),101,92,97,-2,96,0,-6,-4,94,96,-9
O=C(COC(=O)Cc1ccc(S(=O)(=O)N2CCCCC2)s1)Nc1ccc2c(c1)OCO2,99,99,99,-1,102,-6,-2,-4,102,102,-2
CCCCCC(=O)NNC(=O)c1c(O)c2ccccc2n(CC)c1=O,100,92,97,0,97,-3,0,-2,97,98,-2
O=C(NCCc1ccccc1)c1ccco1,97,97,97,0,103,0,-13,1,97,103,4
CCCCNC(=O)N(C)c1nncnc1C(=O)NC,99,98,99,0,102,-3,-8,-7,100,104,-7
Cc1nnc2n(-c3ccccc3)c(=O)c3c4c(sc3n12)CCCC4,101,100,98,0,103,0,0,-3,101,108,-1
COc1ccc(C)cc1NC(=O)CCS(=O)(=O)c1cccc2nonc12,95,95,96,-1,101,-1,0,0,99,99,0
Fc1ccc(CSc2ncnc3c2oc2ccccc23)cc1,94,98,96,-3,92,-8,-4,-6,97,97,-7
CCOc1cc(/C=C2/C(=O)ON=C2C)ccc1OCc1ccccc1F,95,89,91,-3,93,0,0,2,94,92,3
CCCCOc1ccccc1C1C(C(N)=O)=C(C)Nc2nnnn21 (stereo not given),102,102,104,0,102,-3,0,-6,104,110,-17
Clc1ccc(NC2(c3nnnn3C3CCCCC3)CCCCC2)cc1,98,98,102,-1,95,-10,-10,-11,102,104,-11
COc1cccc2cc(C(C)N(CCCN3CCOCC3)C(=S)Nc3cccc(C)c3)oc12 (stereo not given),106,93,101,-6,91,-4,2,-2,96,94,4
CC(C)OCCCNC(=S)NNC(=O)C(c1ccccc1)c1ccccc1,101,95,96,0,94,-3,-1,-11,97,97,2
CCCCC(=O)NC1(C(F)(F)F)C(=O)Nc2c1c(=O)n(C)c(=O)n2C (stereo not given),105,100,104,6,106,1,-3,-2,106,104,-7
O=C(Nc1ccn(Cc2ccccc2F)n1)c1ccc(COc2ccc(Br)cc2)cc1,98,96,97,2,97,-3,-1,-2,97,95,1
COc1cc(C(=O)O)cc(Br)c1OC1CCCC1,100,97,98,0,98,-2,-2,0,97,97,-1
CCOP(=O)(OCC)c1nc(-c2ccc(Cl)cc2Cl)oc1N1CCOCC1,99,96,95,0,95,0,-2,-2,97,100,-7
COc1ccc(Cc2nc(-c3ccc(Cl)cc3)no2)cc1,91,90,88,-1,93,-7,-8,-10,92,88,-15
COc1ccccc1CN1C[C@@H]2C[C@@H](c3ccc(C)c(C)c3)N3CCC[C@@]23C1=O,u,u,u,0,u,-3,-4,-5,u,u,-2
CCOC(=O)CCNC(=O)Nc1ccc2nc(C)n(Cc3ccc(Cl)cc3)c(=O)c2c1,u,u,u,2,u,-1,-4,-4,u,u,-8
CCN1C(=O)CC(C(=O)NCCc2ccc(S(N)(=O)=O)cc2)SC1=Nc1ccc(OC)cc1 (stereo not given),94,95,98,0,97,1,0,-8,98,101,0
CC(=O)Nc1ccc(OCC(O)CN2CCN(c3ccccc3Cl)CC2)cc1 (stereo not given),93,98,99,-6,98,-5,0,0,96,98,2
OCCCc1cn(-c2ccccc2)c2ccccc12,102,93,95,-3,93,-1,-1,-3,94,98,-4
COc1ccc(/C=N/N=C2/NC(=O)CC(C(=O)O)S2)cc1 (stereo not given),98,98,95,0,104,-1,-8,-5,98,105,-17
Cc1ccc(CC(=O)Nc2ccc([N+](=O)[O-])cc2C)cc1,107,94,100,0,98,-2,-2,-4,100,99,-4
CC(C)c1ccc(NC(=O)COC(=O)/C=C/c2cccc([N+](=O)[O-])c2)cc1,u,u,u,-4,u,-7,-2,-4,u,u,-9
CN(C(=O)c1ccc2c(c1)OCO2)C1(C(=O)NC2CCCCC2)CCCCC1,94,98,99,-2,101,-9,-12,-6,97,101,-14
COc1cc(C(=O)N2CCN(c3cccc(C)c3C)CC2)cc(OC)c1OC,103,99,102,-9,100,-10,-6,-10,101,104,-9
Cc1ccc(N=C(NO)c2nonc2N)cc1,92,94,92,-1,94,4,-8,-6,95,95,-11
O=C(NCc1ccc2c(c1)OCO2)c1cccc(S(=O)(=O)N2CCCCC2)c1,103,100,97,-2,100,-10,-2,-9,98,100,-7
CCCCCOC(=O)C1C(c2ccccc2)C(C(=O)O)C1c1ccccc1 (stereo not given),93,93,94,-2,95,-3,0,-4,96,97,-3
CCOC(=O)/C(C#N)=C/Nc1ccccc1NS(=O)(=O)c1cccc(C(C)=O)c1,96,94,94,-1,93,-1,0,-1,96,98,6

# 14 structures already listed, arranged by formula weight, largest number first.
SMILES,Rab7 wt GTP bind,Rac1 mut GTP,Rab2 wt GTP,Bim-Bcl-W,Cdc42 wt,Bim-Bcl-XL,Bcl-2 Bim block,Bcl-B Bim block,HRas wt GTP bind,Rac1 wt GTP bind,Bim-Bfl-1
CCN1C(=O)CC(C(=O)NCCc2ccc(S(N)(=O)=O)cc2)SC1=Nc1ccc(OC)cc1 (stereo not given),94,95,98,0,97,1,0,-8,98,101,0
O=C(Nc1ccn(Cc2ccccc2F)n1)c1ccc(COc2ccc(Br)cc2)cc1,98,96,97,2,97,-3,-1,-2,97,95,1
CCOC(=O)CCNC(=O)Nc1ccc2nc(C)n(Cc3ccc(Cl)cc3)c(=O)c2c1,u,u,u,2,u,-1,-4,-4,u,u,-8
CCOP(=O)(OCC)c1nc(-c2ccc(Cl)cc2Cl)oc1N1CCOCC1,99,96,95,0,95,0,-2,-2,97,100,-7
CCOC(=O)/C(C#N)=C/Nc1ccccc1NS(=O)(=O)c1cccc(C(C)=O)c1,96,94,94,-1,93,-1,0,-1,96,98,6
CC(=O)Nc1ccc(OCC(O)CN2CCN(c3ccccc3Cl)CC2)cc1 (stereo not given),93,98,99,-6,98,-5,0,0,96,98,2
COc1ccccc1CN1C[C@@H]2C[C@@H](c3ccc(C)c(C)c3)N3CCC[C@@]23C1=O,u,u,u,0,u,-3,-4,-5,u,u,-2
CC(C)OCCCNC(=S)NNC(=O)C(c1ccccc1)c1ccccc1,101,95,96,0,94,-3,-1,-11,97,97,2
COc1cc(C(=O)N2CCN(c3cccc(C)c3C)CC2)cc(OC)c1OC,103,99,102,-9,100,-10,-6,-10,101,104,-9
CC(C)c1ccc(NC(=O)COC(=O)/C=C/c2cccc([N+](=O)[O-])c2)cc1,u,u,u,-4,u,-7,-2,-4,u,u,-9
CCCCC(=O)NC1(C(F)(F)F)C(=O)Nc2c1c(=O)n(C)c(=O)n2C (stereo not given),105,100,104,6,106,1,-3,-2,106,104,-7
COc1ccc(Cc2nc(-c3ccc(Cl)cc3)no2)cc1,91,90,88,-1,93,-7,-8,-10,92,88,-15
Cc1ccc(CC(=O)Nc2ccc([N+](=O)[O-])cc2C)cc1,107,94,100,0,98,-2,-2,-4,100,99,-4
OCCCc1cn(-c2ccccc2)c2ccccc12,102,93,95,-3,93,-1,-1,-3,94,98,-4

# Continuation.
SMILES,Rab7 wt GTP bind,Rac1 mut GTP,Rab2 wt GTP,Bim-Bcl-W,Cdc42 wt,Bim-Bcl-XL,Bcl-2 Bim block,Bcl-B Bim block,HRas wt GTP bind,Rac1 wt GTP bind,Bim-Bfl-1
CCCc1nnc(SCC(=O)N2CCCC(C)C2)n1CCOC (stereo not given),103,96,101,-1,100,-1,-3,-4,100,100,-4
COCC(C)NC(=O)CCS(=O)(=O)c1nc(-c2ccc(OC)cc2)cc(C(F)(F)F)n1 (stereo not given),104,100,99,7,101,-16,-2,-6,101,107,-6
Cc1ccccc1C(=O)Nc1ccc(Br)c(C)n1,101,92,97,0,99,-3,-6,-6,98,96,-13
Cc1cc2c(N=O)c(NO)ccc2[nH]1,98,98,98,5,100,0,0,-1,98,100,3
CC(C)N(CCc1ccncc1)C(=O)Nc1ccc(Cl)c(Cl)c1,98,98,99,0,99,-5,-11,-9,100,102,-14
Cc1ccc(C(C(=O)NC2CCCCC2)N(Cc2ccccc2)C(=O)Cc2c[nH]c3ccccc23)o1 (stereo not given),100,97,98,-1,94,-2,-5,-8,99,100,-14
CN(C)S(=O)(=O)Oc1ccsc1C(=O)Nc1ccc(C(F)(F)F)cc1,105,94,98,-2,92,-1,-3,-1,97,99,-5
COc1ccccc1NC(=O)c1cccnc1,97,98,99,0,102,0,-5,0,99,101,0
Cc1nn(C(C)C(=O)N2CCc3ccccc3C2)c(=O)c2cc3occc3n12 (stereo not given),95,97,98,1,99,3,0,0,97,96,0
NC(=O)c1cccc(S(=O)(=O)N2CCCCC2)c1,104,100,104,-1,103,-5,-7,-8,104,109,-9
COC(=O)COc1cccc2c(=O)n(CC(=O)NCc3ccc(F)cc3)ccc12,95,97,96,1,96,-2,-2,-3,96,98,-4
CCN1CC(CN(C)Cc2nc(COc3ccccc3)no2)CC1=O (stereo not given),104,97,100,-4,96,-2,-5,-3,98,97,-8
Cc1ccc(SCC(=O)Nc2ccc(S(=O)(=O)Nc3nccs3)cc2)cc1,103,97,99,-5,102,-4,-6,-12,99,102,-2
